# Vif-APOBEC3F blk: qHTS for Inhibitors of Vif-A3F Interactions: qHTS | HeLa A3F-eYFP + Vif (tagged APOBEC3F with the HIV-1 protein that degrades it), YFP fluorescence increase | Potency, µM (doses to about 46.1 µM), for the others: top-dose activity, negative = active | 390,000 compounds, 0.2% hits | AID 602313, 2012; further: potency means the concentration at half of the fitted maximal effect; % of control where 0% means no effect; nearly all actives have a fitted effect of over 65% in size
#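 HeLa cells stably expressing Vif plus C-terminally eYFP-tagged A3F were seeded, incubated overnight at 37 deg C, dosed with compound, incubated overnight again at 37 deg C. Yellow fluorescence (Ex 488/Em 500-530) reported blocked Vif-mediated A3F-eYFP degradation.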
# RGS4 inh: Inhibitors of Regulator of G Protein Signaling (RGS) 4: qHTS | AID 504845, 2011 | Potency, µM (doses to about 114 µM), for inactives: at the highest dose activity change, negative = inhibition, most hits filed as inhibitors | Regulator of G-protein signaling 4 (Homo sapiens), P49798 | Transcreener GDP fluorescence polarization, RGS4-accelerated GTP hydrolysis | 390,000 compounds, 0.039% hits; further: potency means the concentration at half of the fitted maximal effect; on the % scale 0 is the no-effect control and ±100 the full control effect; nearly all actives have a fitted effect of over 75% in size; some results filed as inactive show a strong effect at the top dose
# Target sequence (P49798 whole entry, looked up): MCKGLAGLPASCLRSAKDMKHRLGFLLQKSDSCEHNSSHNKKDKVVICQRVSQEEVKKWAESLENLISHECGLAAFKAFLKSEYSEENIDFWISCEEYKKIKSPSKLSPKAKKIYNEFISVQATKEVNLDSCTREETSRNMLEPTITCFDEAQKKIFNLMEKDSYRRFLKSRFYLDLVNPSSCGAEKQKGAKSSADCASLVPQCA
#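 MLSMR compounds (23 nl, pin-transferred) preincubated 10 min at room temperature with a 500nM (2x) first reagent, then RGS4 at 900nM (2x) plus Transcreener GDP mix added; fluorescence polarization (620/688 nm) read before and after 90 min at 30 °C.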
# TrxR1 inh: qHTS Assay for Inhibitors of Mammalian Selenoprotein Thioredoxin Reductase 1 (TrxR1): qHTS | Thioredoxin reductase 1, cytoplasmic (Rattus norvegicus), O89049 | recombinant rTrxR1, NADPH fluorescence consumption, selenite substrate | Potency, µM (highest dose often 114 µM), for the others: top-dose activity change, negative = inhibition, most hits filed as inhibitors | 390,000 compounds, 1% hits; further: potency means the concentration at half of the fitted maximal effect; on the % scale 0 is the no-effect control and ±100 the full control effect; nearly all actives have a fitted effect of over 65% in size
#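 Rat TrxR1 (90 nM in the dispensed reagent) was pre-reduced with 400 uM NADPH for 5 min at room temperature, then incubated with compound for 15 min. After 400 uM selenite was added, NADPH fluorescence (Ex 340/Em 450 nm) was followed for 8 min.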
# Vif-APOBEC3G blk: qHTS for Inhibitors of Vif-A3G Interactions: qHTS. DNA dC->dU-editing enzyme APOBEC-3G (Homo sapiens), Q9HC16. HeLa A3G-eYFP + Vif (tagged APOBEC3G with the HIV-1 protein that degrades it), YFP fluorescence, overnight. Potency, µM (highest dose often 46.1 µM), for the others: at the top dose activity, negative = active, most hits filed as inhibitors. 410,000 compounds, 0.076% hits. AID 602310, 2012;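 further: potency means the concentration at half of the fitted maximal effect; on the % scale 0 is the no-effect control and ±100 the full control effect; nearly all actives have a fitted effect of over 60% in size; hits raise eYFP signal because A3G escapes Vif-driven loss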
#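 Read-out is eYFP fluorescence (Ex 488/Em 500-530) from Vif-expressing HeLa A3G-eYFP cells; more signal means A3G escaped Vif-mediated degradation. Cells plated overnight, compound pinned in, incubated overnight at 37 deg C.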
# GRP78 ERSR act: qHTS for Inducers of the Endoplasmic Reticulum Stress Response (ERSR) in Human Glioma: qHTS; U87-MG GRP78 promoter luciferase reporter, 16 h; Potency, µM, for the others: top-dose activation, most hits filed as activators; 420,000 compounds, 0.02% hits; AID 602332, 2012; further: potency means the concentration at half of the fitted maximal effect; series mostly up to about 76 µM; % of control where 0% means no effect; nearly all actives have a fitted effect of over 35% in size
#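 ERSR induction read as luciferase luminescence (Bright-Glo, 10 min at room temperature) in stably transfected human U87-MG glioma cells exposed to compounds for 16 h, using GRP78 as sensor.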
# USP1 inh: Inhibitors of USP1/UAF1: Primary Screen; Potency, µM (highest dose often 57.1 µM), for the others: at the top dose activity change, negative = inhibition, hits mostly inhibitors; AID 743255, 2014; Ubiquitin carboxyl-terminal hydrolase 1 (Homo sapiens), O94782; 390,000 compounds, 0.23% hits; recombinant USP1/UAF1, Ub-Rhodamine cleavage fluorescence; further: potency means the concentration at half of the fitted maximal effect; on the % scale 0 is the no-effect control and ±100 the full control effect; nearly all actives have a fitted effect of over 60% in size; inactives centre near -12
# Target sequence (O94782 whole entry, looked up): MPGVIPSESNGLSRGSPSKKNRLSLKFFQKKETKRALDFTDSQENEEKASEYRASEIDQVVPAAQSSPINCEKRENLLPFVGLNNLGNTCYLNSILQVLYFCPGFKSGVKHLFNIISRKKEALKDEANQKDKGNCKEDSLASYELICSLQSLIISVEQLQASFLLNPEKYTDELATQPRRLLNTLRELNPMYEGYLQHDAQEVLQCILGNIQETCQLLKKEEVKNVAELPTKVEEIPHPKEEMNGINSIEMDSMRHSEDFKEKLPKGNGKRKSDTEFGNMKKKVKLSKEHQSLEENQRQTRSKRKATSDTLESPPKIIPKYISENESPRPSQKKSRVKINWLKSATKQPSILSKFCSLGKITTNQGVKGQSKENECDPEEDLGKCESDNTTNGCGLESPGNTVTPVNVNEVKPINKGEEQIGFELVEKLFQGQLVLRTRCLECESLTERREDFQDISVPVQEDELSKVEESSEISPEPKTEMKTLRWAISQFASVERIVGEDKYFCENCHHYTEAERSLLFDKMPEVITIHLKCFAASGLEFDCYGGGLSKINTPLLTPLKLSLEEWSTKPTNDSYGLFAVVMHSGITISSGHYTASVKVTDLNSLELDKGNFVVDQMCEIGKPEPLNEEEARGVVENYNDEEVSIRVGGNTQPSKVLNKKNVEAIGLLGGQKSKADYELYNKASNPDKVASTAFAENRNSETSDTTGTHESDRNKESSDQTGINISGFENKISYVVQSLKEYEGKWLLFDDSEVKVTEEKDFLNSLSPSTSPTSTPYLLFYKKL
#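 USP1/UAF1 complex (1 nM) preincubated 15 min at room temperature with compound, then Ub-Rho substrate (150 nM final) added. Kinetic fluorescence at 480/540 nm over 6 reads at 60 s intervals; 50 mM HEPES pH 7.8, 0.5 mM EDTA, 0.1 mg/ml BSA, 1 mM TCEP, 0.01% Tween-20.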
# LDHA block: qHTS assay for inhibitors of human lactate dehydrogenase; 480,000 compounds, 0.15% hits; activity change, % (values are at about 110 or 230 µM); AID 1347041, 2019; purified LDHA, NADH/diaphorase-resazurin fluorescence; stronger effect = lower value; in the data active means activity change below about -30%; inconclusive means mostly about -25% to -30%;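 further: plate controls were DMSO wells for no effect and wells without enzyme for full effect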
#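 Human LDH5 (2 nM) was incubated with 0.06 mM NADH and 0.2 mM pyruvate for 5 min at room temperature in Tris pH 7.4. Remaining NADH was coupled through diaphorase/resazurin, and resorufin fluorescence was read at 0 and 20 min.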
# mIDH1 inhibitor: qHTS for Inhibitors of mutant isocitrate dehydrogenase 1 (IDH1): qHTS; 390,000 compounds, 0.093% hits; Isocitrate dehydrogenase [NADP] cytoplasmic (Homo sapiens), O75874; Potency, µM (series often up to 76.6 µM), for the others: at the top dose activity change, negative = inhibition, hits mostly inhibitors; AID 602179, 2012; IDH1-R132H enzyme, NADPH consumption, diaphorase/resazurin fluorescence; further: potency means the concentration at half of the fitted maximal effect; on the % scale 0 is the no-effect control and ±100 the full control effect; nearly all actives have a fitted effect of over 65% in size
#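 IDH1-R132H (0.5 ug/mL) preincubated 30 min with compound, then NADPH (0.016 mM) and alpha-KG (2 mM) added; 80 min at RT, pH 7.5. Remaining NADPH coupled via diaphorase/resazurin to fluorescence (540/590 nm); concentration-response curves normalized to no-enzyme control.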
# TrxR1 substrate: qHTS Assay for Substrates of Mammalian Selenoprotein Thioredoxin Reductase 1 (TrxR1): qHTS; 390,000 compounds, 0.01% hits; purified TrxR1 substrate turnover, NADPH consumption readout; Potency, µM (highest dose often 114 µM), inactives show at the top dose activity change, negative = substrate turnover; AID 588456, 2011; further: potency means the concentration at half of the fitted maximal effect; on the % scale 0 is the no-effect control and ±100 the full control effect; nearly all actives have a fitted effect of over 50% in size
#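 Rat TrxR1, dispensed at 90 nM, was prereduced with 400 uM NADPH (final) for 5 min at ~22 deg C, then incubated with compound 15 min before 400 uM selenite. A first-read NADPH fluorescence drop versus no-compound background flagged substrates.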
# Numbers without * were called inactive; ? = inconclusive; & = joins results of further samples; [ ] = remark or other dose. Unless noted, the call rests on the fitted dose curve; in most records, active means well fitted curve in the direction sought with a large enough effect; inconclusive means small, poorly fitted or top-dose-only effect, or another doubt; inactive means no such curve, though single readings can be large; an effect the other way counts as inactive or inconclusive. These rows are one share of the data; the hit share may differ from the screen's.
# The opening six entries (preview)
no.	Structure	Vif-APOBEC3F blk	RGS4 inh	TrxR1 inh	Vif-APOBEC3G blk	GRP78 ERSR act	USP1 inh	LDHA block	mIDH1 inhibitor	TrxR1 substrate
1	CCn1c(SCc2ccccc2)nc2c(c1=O)SCC2	4%	4%	1%[57.1 µM]	-2%	-1%	-10%	-7	3%	1%[57.1 µM]
2	Cc1ccccc1NC(=O)CSc1nccn1C	5%	-23%	6%	-4%	-1%	-29%	-2	-6%	11%[11.4 µM]
3	COc1cc(Nc2nc3ccccc3c3nnc(C)n23)cc(OC)c1	2%	9%	14%	0%	-4%	?	-19	-4%	-3%
4	CCOC(=O)C1CCN(S(=O)(=O)c2ccc(NC(=O)c3ccco3)cc2)CC1	3%	-3%	5%	0%	-2%	-3%	-1	0%	-2%
5	Cc1ccc(S(=O)(=O)NCCC(=O)Nc2nnc(C3CC3)s2)cc1C	-4%	-37%	10%	1%	-1%	-7%	3	4%	7%
6	Cc1cnc(C(=O)OCC(=O)Nc2ccc(Cl)cc2)cn1	-1%	27%	-4%	-6%	0%	-7%	-3	9%	-2%

# Main list, previewed entries included:
no.	Structure	Vif-APOBEC3F blk	RGS4 inh	TrxR1 inh	Vif-APOBEC3G blk	GRP78 ERSR act	USP1 inh	LDHA block	mIDH1 inhibitor	TrxR1 substrate
1	CCn1c(SCc2ccccc2)nc2c(c1=O)SCC2	4%	4%	1%[57.1 µM]	-2%	-1%	-10%	-7	3%	1%[57.1 µM]
2	Cc1ccccc1NC(=O)CSc1nccn1C	5%	-23%	6%	-4%	-1%	-29%	-2	-6%	11%[11.4 µM]
3	COc1cc(Nc2nc3ccccc3c3nnc(C)n23)cc(OC)c1	2%	9%	14%	0%	-4%	?	-19	-4%	-3%
4	CCOC(=O)C1CCN(S(=O)(=O)c2ccc(NC(=O)c3ccco3)cc2)CC1	3%	-3%	5%	0%	-2%	-3%	-1	0%	-2%
5	Cc1ccc(S(=O)(=O)NCCC(=O)Nc2nnc(C3CC3)s2)cc1C	-4%	-37%	10%	1%	-1%	-7%	3	4%	7%
6	Cc1cnc(C(=O)OCC(=O)Nc2ccc(Cl)cc2)cn1	-1%	27%	-4%	-6%	0%	-7%	-3	9%	-2%
7	COc1ccc(-n2nnnc2SCC(=O)NC2CC2)cc1	1%	2%	11%	-12%	-2%	-13%	2	0%	9%
8	CCCCc1nc(C(N)=O)c2[nH]c(=O)n(-c3ccc(OC)cc3OC)c2n1	6%	?	5%	0%	-3%	-22%	0	3%	7%
9	Cc1nc2ccc(F)cc2cc1C(=O)Nc1ccc(Cl)c(Cl)c1	-11%	-8%	19%[57.1 µM]	-17%	-2%	-6%	0	4%	-9%
10	Cc1cccc(N(CC(=O)NC2CCCC2)C(=O)c2cc3cc4cccc(C)c4nc3s2)c1C	-12%	-17%	23%	-3%	-2%	-8%	1	2%	8%
11	Cc1cccc(NC(=O)CSc2nnc(CNC(=O)c3ccco3)n2C)c1	5%	16%	12%[57.1 µM]	2%&5%	-4%&-4%	-8%	-5&1	-5%	-4%&5%
12	COc1ccc(/C=N/N2CCN(C)CC2)c(OC)c1OC	4%	-36%	20%[57.1 µM]	0%	6%	-16%	-5	-2%	-1%[57.1 µM]
13	COC(=O)CCC(=O)Nc1nc(-c2ccccc2)cs1	-8%	15%	9%	0%	2%	1%	-10	0%	-7%
14	O=C(NN1C(=O)c2ccccc2C1=O)c1ccncc1	-7%	-2%	31%	0%	-3%	-11%	-10	-2%	1%
15	CCc1nc2ccccc2c(C(=O)Nc2ccc(F)cc2)c1C	-3%	0%	12%	4%	-3%	-18%	-3	-2%	-3%
16	CCOC(=O)C1C(=O)C=C(c2ccc([N+](=O)[O-])cc2)CC1c1ccccc1 (stereo unspecified)	7%	29%[56.9 µM]	-3%	0%	0%	-24%	-13	-3%	-7%
17	Cn1c(-c2ccccc2)cnc1SCC(N)=O	-3%	-15%[56.9 µM]	13%	-2%	-6%	0%	-5	6%	7%
18	CN1CCC(N(C)S(=O)(=O)c2ccc(NC(=O)COc3cccc(Cl)c3)cc2)CC1	-2%	21%	8%	-1%	0%	-7%	-8	7%	-2%
19	O=C(N/N=C/c1cc(Cl)ccc1O)c1cccnc1	?	15%[56.9 µM]	2%	-17%	-3%	-15%	5	-5%	-6%
20	CCCCN(CC)C(=O)/C=C/c1cccc([N+](=O)[O-])c1	-1%	-15%[11.4 µM]	4%	1%	0%	-8%	-3	3%	3%
21	CCC(C)NC(=O)c1ccc(NC(=O)C2CCCO2)cc1 (stereo unspecified)	-12%	-11%	12%	-3%	-8%	-9%	-3	5%	-9%
22	Cc1ccc(C(=O)CNc2cccc([N+](=O)[O-])c2)cc1	1%	-25%	7%	-3%	2%	-1%	3	-3%	7%[57.1 µM]
23	COCCN(C(=O)CSCc1ccccc1)c1c(N)n(Cc2ccccc2)c(=O)[nH]c1=O	-21%	-14%	5%	-5%	-4%	-14%	-2	4%	-3%
24	COC(=O)c1cn(NC(=O)CCC2CCCC2)c(=O)c2ccccc12	-8%	-25%	-1%[57.1 µM]	-4%	-2%	-18%	-1	10%	11%[57.1 µM]
25	O=C(NNc1ccccn1)c1ccccc1CC[N+](=O)[O-]	7%	19%	19%[57.1 µM]	-3%	2%	-1%	0	16%	4%[57.1 µM]
26	COc1cccc(NC(=O)C(OC(=O)c2ccccc2NS(=O)(=O)c2cccs2)c2ccccc2)c1 (stereo unspecified)	7%	-15%	10%[57.1 µM]	0%	-4%	-6%	-7	26%	0%[57.1 µM]
27	O=C(c1nn2c(C(F)(F)F)cc(-c3ccccc3)nc2c1Cl)N1CCN2CCCC2C1 (stereo unspecified)	4%	-1%	6%	-5%	5%	-19%	-1	-11%	1%
28	CC(C)CC(NS(=O)(=O)c1ccc2c(c1)oc(=O)n2C)C(=O)N1CC=C(c2ccccc2)CC1 (stereo unspecified)	3%	6%	2%	-2%	-4%	3%	3	-1%	2%
29	CCOC(=O)/C(C#N)=C1/C=C(C)c2ccccc2N1	0%	20%	-1%[57.1 µM]	2%	-5%	5%	-2	3%	-6%
30	COc1ccc(Cl)cc1C(=O)Nc1ccc2c(c1)OCCO2	-10%	-17%	2%	-6%	9%	-10%	-6	7%	-1%
31	CCCCN1C(=O)c2ccc(C(=O)NC3=NCCS3)cc2C1=O	-1%	-27%	11%[57.1 µM]	0%	5%	1%	-2	3%	6%[57.1 µM]
32	CS(=O)(=O)N(CC(=O)N1CCCC1)c1ccc2c(c1)OCCO2	-11%	-19%	14%	0%	-3%	6%	-9	12%	-7%
33	O=[N+]([O-])c1ccc(/C=N/n2c(-c3ccccc3)n[nH]c2=S)cc1	1%	-29%	-14%[57.1 µM]	1%	-4%	-10%	-8	3%	4%[57.1 µM]
34	O=C(CCC1CCCC1)NCCS(=O)(=O)N1CCN(c2ccc(F)cc2)CC1	1%	5%	-13%	-1%	-4%	-2%	-9	2%	-13%
35	Cc1cccc(-n2nnc(C(=O)NCc3ccccn3)c2N)c1	4%	3%	14%[57.1 µM]	-1%	10%	0%	-8	-3%	4%[57.1 µM]
36	C(=Nc1ccc(N2CCOCC2)cc1)c1c[nH]c2ccccc12	8%	-13%	0%[57.1 µM]	-6%	-1%	-19%	20	10%	5%[57.1 µM]
37	Cc1ccc(NC(=O)CCc2ccc(S(=O)(=O)N3CCOCC3)cc2)c(C)c1	-4%	-31%	3%	1%	-5%	-22%	5	5%	-5%
38	Nc1ccc(Cl)c[n+]1Cc1cccc2cccnc12	-19%	1%	20%	1%	-6%	-15%	0	1%	4%
39	O=C1O/C(=C\c2ccccc2)c2ccccc21	6%	11%[11.4 µM]	-2%	1%	5%	-2%	-3	5%	5%
40	Cc1ccc(NC(=S)NC(=O)C2CCC2)cc1C	-25%	-30%	50µM*	-6%	?	-11%	-4	-2%	3%

# High-throughput results deposited in PubChem BioAssay by National Center for Advancing Translational Sciences (NCATS).
